Compound activity: PubChem BioAssay, several laboratories
Dynein transport: dynein cargo transport inhibition | AID 1381 | z-score, hits read low | 3617.4 mouse cells, GR-EGFP nuclear translocation imaging; test concentration mostly 20 µM; stimulated with dexamethasone, 1 µM; hits give low values | 0.47% of 220,000 active;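 active = plate z-score of nuclear minus cytoplasmic receptor signal below a set negative limit, without overly bright fluorescence or cell loss, cut at about -3.5 in these data, passing the limit was not always enough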;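 note: z-score of nuclear minus cytoplasmic ring GR-EGFP intensity difference per well; some compounds called inactive have numbers as strong as hits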
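Medium: Induction medium lacking tetracycline, stripped serum | Probe or stimulus: 1.0 µM final dexamethasone stimulus | Schedule: 48 h induction, then 1 h compound, then 30 min agonist, 37 °C | Signal: Automated 10x imaging of fixed Hoechst-stained cells | Evaluation: Per-cell GR-EGFP intensity, nucleus versus surrounding cytoplasmic ring, well-averaged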
HEK293 NOD2/NF-kB: NOD2 signaling inhibitors, cell-based, luminescence, uHTS, HEK293 (AID 1566); HEK293 NOD2/NF-kB luciferase reporter, luminescence; higher % means a stronger effect; inhibition, % at 4 µM; hits with a dose series show EC50 in µM; 0.63% of 290,000 active; note: many of its hits are not listed in these tables
P. falciparum M17LAP: P. falciparum M17LAP inhibitors, primary screen, biochemical, fluorogenic H-Leu-NHMec substrate, 1536-well (AID 1619); 0.38% of 220,000 active; recombinant M17LAP, H-Leu-NHMec fluorogenic kinetic assay; higher % means a stronger effect; one-dose inhibition, % at 30 µM; IC50 in µM for titrated hits;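 active = compound inhibiting the enzyme by more than half at any dose during confirmatory dose-response retesting; inconclusive = strong single-dose inhibitors picked by rank but not retested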;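 note: plate controls were full reaction with DMSO carrier for no effect and no enzyme background for full effect; strong numbers were not always called active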
NOD1 NF-kB reporter: inhibition of NOD1-driven NF-kB reporter – cell-based, luminescence, uHTS, primary screen (AID 1578); 1% of 290,000 active; NOD1-driven NF-kB luciferase reporter cells, luminescence; higher % means a stronger effect; inhibition, % at 4 µM, or EC50 in µM where a hit was titrated; in the data active = inhibition mostly above about 36%, no sharp cut-off; inactive = mostly below about 34%;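 note: HEK-293T reporter cells stimulated with the NOD1 agonist gamma-tri-DAP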
GPR55 beta-arrestin: GPR55 agonists via beta-arrestin recruitment, primary screen, imaging, U2OS cells, beta-arrestin-GFP redistribution (AID 1961); U2OS GPR55 beta-arrestin-GFP redistribution imaging; higher % means a stronger effect; activation, % at 10 µM, or EC50 in µM where a hit was titrated; 0.048% of 290,000 active;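 active = activation above 40% with more than 50 cells counted in the well; inconclusive = wells holding fewer than 50 cells, flagged as toxic or sparse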;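 note: U2OS osteosarcoma cells stably expressing GPR55 and beta-arrestin-GFP; plate controls were DMSO negative control for no effect and LPI positive control for full effect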
KOR beta-arrestin-1: kappa opioid receptor activators – cell-based, luminescence, uHTS, primary screen (AID 1777); KOR beta-arrestin recruitment, luminescence; higher % means a stronger effect; activation, % at 10 µM, or EC50 in µM where a hit was titrated; 0.02% of 280,000 active; in the data active = activation above about 50%, passing the limit was not always enough; note: a part of the inactive calls stands beside numbers as strong as those of hits
M1AAP inhibition: P. falciparum M1AAP inhibitors, biochemical, fluorogenic H-Leu-NHMec substrate, 1536-well (AID 1445) | recombinant M1AAP, H-Leu-NHMec fluorogenic kinetic assay; higher % means a stronger effect | inhibition, % at 30 µM, or IC50 in µM where a hit was titrated | 0.42% of 220,000 active;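 active = primary inhibition above the hit cutoff, then over 50% inhibition at one or more dose response concentrations, cut at about 23% in these data, passing the limit was not always enough; inconclusive = conflicting primary data, or primary hits not chosen for dose response; inactive = low primary inhibition, or under 50% at every dose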;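 note: plate controls were DMSO full reaction for no effect and no enzyme background for full effect; strong numbers were not always called active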
AID2073: disruptors of CaV2.2 binding to Mint1 – biochemical, HTRF (AID 2073). HTRF protein-protein interaction, Mint1-CaV2.2; higher % means a stronger effect. 0.19% of 290,000 active. inhibition, % at 20 µM; hits with a dose series show IC50 in µM; in the data active = inhibition mostly above about 51%, no sharp cut-off; inconclusive = no clear call, values can overlap the other calls; inactive = mostly below about 53%; note: some results filed as inactive read as strong as hits
KOR beta-arrestin-2: KOR antagonists, beta-arrestin recruitment, cell-based, luminescence, uHTS (AID 1778) | KOR beta-arrestin recruitment, luminescence, antagonist mode; higher % means a stronger effect | 0.091% of 290,000 active | one-dose inhibition, % at 10 µM; IC50 in µM for titrated hits; note: strong numbers were not always called active
Dynein transport cytoplasmic EGFP: second read-out of Dynein transport, no call of its own (marks repeat the call); z-score; measured here: cytoplasmic GR-EGFP intensity; hits give high values
Dynein transport nuclear GR-EGFP: recorded beside Dynein transport, whose call it bears; z-score; measured here: nuclear GR-EGFP intensity;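 lower value marks the stronger effect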
Dynein transport cell count: second read-out of Dynein transport, no call of its own (marks repeat the call); z-score; measured here: cell count per field
* = called active by the depositor; ? = inconclusive; . = no result given; [ ] = dose if it differs, or a comment. Cut-off read from the data, not from the text of the source, unless noted: active = inhibition above about 50%; inactive = the rest.

smiles | Dynein transport | Dynein transport cytoplasmic EGFP | Dynein transport nuclear GR-EGFP | Dynein transport cell count | HEK293 NOD2/NF-kB | P. falciparum M17LAP | NOD1 NF-kB reporter | GPR55 beta-arrestin | KOR beta-arrestin-1 | M1AAP inhibition | AID2073 | KOR beta-arrestin-2
CCc1ccc(NCc2nc(-c3ccccc3)no2)cc1 | 1.7 | -0.15 | 0.9 | -1.6 | -6% | -1% | -36% | 0.1% | -3.3% | 11% | 2% | -14%
O=C(c1cccc(Cl)c1)N1CCC(N2CCC(C(=O)N3CCCC3)CC2)CC1 | . | . | . | . | 15% | . | 0% | 0.2% | 0.4% | . | 7% | -6%
CCN(CC)CCN(Cc1cc2cc(C)ccc2[nH]c1=O)C(=O)Nc1ccccc1OC | -0.47 | -0.25 | -0.029 | -0.4 | 7% | 4% | . | -0.1% | 3.0% | 5% | 6% | -15%
Fc1ccc(N/N=C/C=C/c2ccccc2)c(F)c1 | -0.19 | -0.16 | 0.064 | 0.81 | -33% | 4% | -44% | -0.3% | 3.6% | 10% | -1% | -9%
O=C(COc1ccccc1)Nc1nc(-c2ccc(S(=O)(=O)N3CCOCC3)cc2)cs1 | 0.51 | -0.18 | 0.33 | -0.33 | 25% | -11% | 3% | -0.2% | -0.1% | -3% | 11% | 21%
CCCOC(=S)NC(=O)c1sc2ccccc2c1Cl | -0.51 | -0.19 | -0.36 | 0.3 | -10% | -2% | -1% | 0.0% | -12% | -1% | 1% | -7%
O=C(N/N=C(\CC(=O)c1cccs1)C(F)(F)F)c1ccncc1 | -0.23 | 7.8 | 0.91 | 0.19 | -39% | 5% | -4% | 0.3% | -2.0% | 49µM* | -16% | 0%
CN(CC(O)COC(c1ccccc1)c1ccccc1)C1CCCCC1 (stereo not drawn) | -0.81 | -0.14 | -1 | -0.15 | 2% | -3% | -16% | 0.3% | -5.4% | 1% | 19% | 2%
N=c1c2c(ncn1Cc1ccco1)Oc1c(ccc3ccccc13)C2c1ccccc1 (stereo not drawn) | -0.51 | -0.28 | -0.51 | 0.77 | 14% | 3% | -31% | 0.2% | 0.0% | 9% | 15% | -44%
COc1cccc(C(=O)NC(=S)Nn2cnnc2)c1OC | -0.44 | -0.29 | 0.098 | 0.57 | 8% | 3% | 1% | -0.4% | -2.1% | 8% | 21% | 31%
O=C1CCCN1CCCNC(=S)Nc1ccccc1 | 0.63 | -0.28 | -0.11 | 0.53 | -22% | 1% | -7% | -0.1% | 2.0% | 1% | -31% | -15%
CC(=O)Nc1nnc(SCC(=O)NCC2CCCO2)s1 (stereo not drawn) | . | . | . | . | -31% | -7% | -29% | -0.1% | -2.5% | 9% | -7% | -29%
Cc1ccc(C(=O)CNc2ccc(Br)cc2)cc1 | -0.94 | -0.088 | -0.66 | 1.4 | -34% | 31% | 2% | -0.1% | 0.0% | 7% | ? | 0%
CC1(C)Cc2c(cnn2-c2ccccc2)C(NC(=O)c2ccoc2)C1 (stereo not drawn) | . | . | . | . | 3% | . | 5% | 0.0% | -5.1% | . | 3% | 11%
CC1CCCC(C)N1CCCNC(=O)c1ccc2nc(N3CCCCC3)sc2c1 (stereo not drawn) | . | . | . | . | -63% | . | -6% | 0.4% | 0.1% | . | 3% | -45%[20 µM]
CC1CCCCN1CCNC(=O)c1ccc2c(c1)N(Cc1cccc(Cl)c1)C(=O)c1ccccc1S2=O (stereo not drawn) | . | . | . | . | -60% | . | -34% | -0.1% | -2.2% | . | -6% | -34%
NC(=O)c1c(-c2cccs2)csc1N | 0.47 | -0.24 | 0.91 | -0.54 | -7% | 17% | -8% | -0.1% | -1.3% | 8% | 4% | 12%
C/C(=N\NC(=O)c1cc(C)nc2ccccc12)c1ccco1 | 0.57 | -0.17 | 0.5 | -0.42 | 1% | 15% | -18% | 0.0% | -4.0% | 0% | 17% | 0%
CCOC(=O)Nc1ccc2c(c1)N(C(=O)CN1CCN(CCO)CC1)c1ccccc1CC2 | . | . | . | . | 3% | . | -36% | -0.1% | 2.1% | . | -2% | -9%
Cc1nnc2n(-c3ccccc3)c(=O)c3c4c(sc3n12)CCCC4 | -0.31 | -0.3 | 0.43 | 0.18 | 14% | -8% | -9% | -0.2% | 1.2% | -5% | 5% | -17%
O=C(COC(=O)c1cc([N+](=O)[O-])ccc1NCCO)NCc1cccs1 | 0.85 | -0.19 | 0.35 | -0.33 | -3% | 2% | -15% | -0.4% | -3.8% | 8% | 2% | 7%
Cc1ccc(C(=O)NCc2ccncc2)cc1S(=O)(=O)N1CCCCC1 | . | . | . | . | 25% | . | -6% | 0.0% | -2.9% | . | 8% | 4%
CC(=O)Nc1ccc(/C=N/NC(=O)c2cccc(S(=O)(=O)N3CCOCC3)c2)cc1 | -0.81 | -0.27 | -0.61 | 0.15 | 9% | -3% | -9% | 0.0% | -0.6% | 4% | -1% | 18%
CCCCCCN=CC1=C(O)CC(C)(C)CC1=O | 0.25 | -0.25 | 0.44 | 0.22 | -2% | -2% | -23% | -0.1% | 2.7% | 12% | 5% | -17%
COc1cccc(/C=N/Nc2ncnc(Cl)c2N)c1O | 0.87 | -0.069 | 1.1 | -2.5 | -44% | 27% | -114% | -0.3% | 13% | -9% | -10% | -10%
Cc1nn(C(=O)c2cccc([N+](=O)[O-])c2)c(C)c1Br | . | . | . | . | 7% | . | 2% | 0.0% | -1.8% | . | 10% | 36%
COc1ccc(C(CC(=O)c2ccccc2)S(=O)(=O)c2ccc(C)cc2)cc1 (stereo not drawn) | -0.66 | -0.12 | 0.17 | 0.21 | -42% | 15% | 7% | -0.1% | -1.9% | 3% | 7% | 13%
CCOC(=O)c1[nH]c2ccc(OC)cc2c1NC(=O)/C=C/c1ccc2c(c1)OCO2 | 1.2 | -0.23 | 0.69 | 0.053 | -29% | -1% | 20% | -0.2% | 39% | 7% | 17% | 8%
Cc1cccc(N/C=C/C(=O)c2cccs2)c1C | 0.64 | -0.035 | 0.18 | -0.69 | -159% | 1% | -30% | -0.1% | -3.7% | 3% | 7% | 6%
O=C(COc1ccc(/C=N/NC(=O)c2cc3ccccc3o2)cc1Cl)Nc1ccccc1 | -0.09 | -0.069 | 0.49 | 0.54 | -52% | 22% | -34% | 0.7% | 22% | 17% | 67% | -2%
CC1CCN(C(=O)CSc2nc3ccccc3c(=O)[nH]2)CC1 | 0.11 | -0.24 | -0.063 | 0.6 | 6% | 20% | -40% | 0.6% | . | 6% | 1% | -2%
Cc1cc(C)nc(NN=C(c2ccccc2)c2ccccc2)n1 | 0.87 | -0.14 | 0.55 | -1.6 | 2% | 4% | 20% | 0.0% | 2.2% | 7% | -1% | 22%
NC(=O)c1ccccc1NC(=O)/C=C/c1c(Cl)cccc1Cl | -0.98 | -0.15 | -0.47 | 0.79 | -9% | 2% | 11% | -0.1% | -0.9% | 12% | 4% | 18%
O=C(O)c1c(F)c(F)c(F)c(F)c1-c1ccc(Cl)cc1 | -0.5 | -0.37 | -0.21 | 0.8 | -10% | -83% | 5% | -0.3% | 1.3% | 4% | 9% | 34%
Cc1cc(OCC(=O)NCCCn2ccnc2)c2c(C)cc(=O)oc2c1 | . | . | . | . | 28% | . | -12% | -0.1% | 3.9% | . | 19% | -15%
Cc1ccc(C(=O)N2CCN3C(=O)c4ccccc4C23c2ccc(Cl)cc2)cc1 (stereo not drawn) | -0.39 | 0.075 | 0.12 | 0.33 | -23% | -3% | -53% | 0.2% | -4.3% | 8% | 11% | 14%
CCN(CC)C(=S)Oc1c(Cl)cccc1Cl | -1.4 | 1.5 | -0.074 | 1.3 | -9% | 4% | 0% | 0.7% | . | 0% | 9% | 9%
CCOC(=O)C1=C(O)/C(=C/c2ccc(OCC(=O)O)c(OCC)c2)SC1=Nc1ccc(C)cc1 | -0.68 | 0.063 | -0.43 | -2.3 | 0% | 16µM* | -28% | 0.2% | -0.7% | 49µM* | 13% | -35%[20 µM]
O=C(O)c1cccc(Oc2ccccc2[N+](=O)[O-])c1 | 0.41 | -0.2 | 0.46 | -1 | 13% | 4% | -14% | -0.3% | 1.9% | -3% | -10% | -7%
Cc1ccc(-c2nn(-c3ccccc3)cc2/C=C2\SC(=S)N(CC(=O)O)C2=O)cc1 | 0.98 | -0.065 | 0.4 | -0.27 | 10% | 1% | 9% | -0.1% | 0.1% | 10% | -10% | -8%
O=C(NCCCN1CCOCC1)c1ccc2c(=O)n(Cc3ccccc3)c(=S)[nH]c2c1 | . | . | . | . | 9% | . | -25% | -0.1% | -2.9% | . | -32% | -44%
COc1ccc(CNC(=O)C(=O)NCC2OCCN2C(=O)c2ccc(OC)cc2)cc1 (stereo not drawn) | . | . | . | . | 11% | . | -18% | 0.0% | -4.2% | . | 11% | 17%
Cc1c(C(=O)OC(C)C)sc(N)c1C(=O)OC(C)C | -0.21 | -0.22 | 0.056 | 0.16 | -5% | -1% | 10% | -0.1% | 0.6% | -1% | -13% | -14%
COc1cc(NC(=O)C(c2ccccc2)c2ccccc2)c(C(=O)O)cc1OC | . | . | . | . | 14% | . | -12% | -0.1% | -5.5% | . | -1% | -24%
Cc1ccc(C(C(=O)NC(C)(C)C)N(C(=O)c2csnn2)c2cccc(F)c2)o1 (stereo not drawn) | -0.0067 | -0.25 | -0.77 | 0.11 | -9% | 9% | -16% | -0.4% | -2.6% | 2% | 1% | 15%
O=C(Oc1c(Cl)cc(Cl)c2cccnc12)N1CCOCC1 | -0.28 | 0.053 | 0.28 | -0.6 | 11% | 3% | -23% | 0.0% | -4.9% | -1% | -12% | 39%
Cc1nn(-c2ccccc2)c(N2CCCC2)c1/C=C1\N=C(c2ccc(OC(C)C)cc2)OC1=O | 0.69 | -0.22 | 0.15 | -0.24 | 5% | 3% | -23% | -0.2% | 1.3% | 11% | 21% | 6%
Cc1nc(CN(C)Cc2nc(Cc3ccccc3Cl)no2)cs1 | -1.1 | -0.21 | -0.55 | 1.3 | 0% | 2% | -31% | -0.1% | . | 2% | 6% | -10%[20 µM]
Cc1cc(=O)[nH]c(N/N=C/c2c[nH]c3ccccc23)n1 | -0.32 | -0.26 | -0.16 | 1.3 | 2% | 32% | 13% | 0.2% | -0.4% | 1% | 1% | .
Cc1ccc2nc3ccc(N4CCCCCCC4)nn3c(=O)c2c1 | -0.9 | 0.17 | -0.16 | -0.025 | -36% | 4% | -39% | 0.6% | -1.7% | 5% | 10% | -10%

Only part of the results is shown; the hit share may differ from the screen's.
